Screening data (PubChem BioAssay)
XiGFP reactiv: activators of X-chromosome reactivation in mouse fibroblasts; XiGFP mouse fibroblasts, % GFP-positive cells imaging, 3 d; cells co-treated with 5-aza-dC sensitizer; scaled so ellipticine positive control = 100%; activation, % at 7.58 µM; 360,000 tested, 0.055% active;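 active = mean normalized replicate activation at least 10% and every replicate at or above 10%; inconclusive = only one of the two criteria met; inactive = mean below 10% and not all replicates reach 10%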;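 note: 0% = median of on-plate neutral control wells and 100% = ellipticine 6 µM median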
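System: SV40-immortalized XiGFP fibroblast cells, line 68-5-11 / Incubation: 3-day compound exposure, then 15 min fixation at room temperature / Compound: single concentration per compound, delivered by pin transfer / Buffer or medium: DMEM plus 5-aza-dC sensitizer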
PAX8 reporter: lowers PAX8-driven luciferase in RMG-I cells; RMG-I TPO-luciferase reporter, SteadyGlo, 24 h; inhibition, % at 12.6 µM; 360,000 tested, 1.2% active; AID 652154;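 active = mean replicate inhibition at least 60% with every replicate also reaching 60%; inconclusive = only one of the two criteria is met; inactive = mean below 60% and not all replicates reaching 60%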;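 note: luciferase light reporting Pax8 driven TPO promoter activity; plate controls were median of neutral control wells for no effect and mitoxantrone controls for full effect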
F508del corr: CFTR F508del correction in bronchial cells. CFBE cells, YFP halide quenching; stimulated with forskolin plus potentiator P3; % fluorescence drop versus neutral controls. activity (quench increase), % at 7.58 µM. 350,000 tested, 0.36% active. AID 720511;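 active = mean added fluorescence quench of at least 8% versus neutral control, with both replicates also reaching 8%; inconclusive = only one of the mean or replicate conditions met; inactive = mean below 8% and not both replicates reaching 8%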;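 note: cells transiently co-express mutant CFTR-F508del with the halide-sensitive YFP; corrector assay measuring rescue of mutant channel to the surface after 24 h compound exposure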
EWS-Fli inh: EWS/Fli transcriptional activity inhibition | A673 NR0B1-luciferase reporter, viability-normalised | 350,000 tested, 0.67% active | inhibition, % at 12.6 µM;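 active = mean inhibition of at least 50% after viability correction, with every replicate also passing that limit; inconclusive = mean reaches 50% but only one of two replicates passes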;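 note: firefly luciferase signal divided by Alamar Blue viability fluorescence both relative to DMSO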
ERp5 block: ERp5 (human) disulfide isomerase inhibition; Q15084; ERp5 insulin aggregation, absorbance 650 nm, 90 min; inhibition, % at 9.99 µM; 350,000 tested, 0.05% active; AID 651711;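 active = mean replicate inhibition above about 25%, with every replicate also reaching it, limit read from the data, passing the limit was not always enough; inconclusive = only one of those two criteria met; inactive = neither criterion met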
Target sequence (Q15084 whole entry, looked up): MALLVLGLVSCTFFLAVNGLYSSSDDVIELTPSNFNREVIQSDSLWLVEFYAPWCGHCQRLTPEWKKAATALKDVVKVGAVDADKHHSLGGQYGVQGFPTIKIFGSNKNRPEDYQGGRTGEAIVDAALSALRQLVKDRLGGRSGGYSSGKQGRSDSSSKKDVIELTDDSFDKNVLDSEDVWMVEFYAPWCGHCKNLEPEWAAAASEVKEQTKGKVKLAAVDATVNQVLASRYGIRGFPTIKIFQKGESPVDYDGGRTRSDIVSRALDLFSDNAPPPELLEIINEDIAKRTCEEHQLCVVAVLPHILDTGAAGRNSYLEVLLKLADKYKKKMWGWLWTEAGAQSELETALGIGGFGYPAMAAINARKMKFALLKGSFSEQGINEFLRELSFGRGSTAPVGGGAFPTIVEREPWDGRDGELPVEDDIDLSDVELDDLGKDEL
DENV2 CPE: protects cells from dengue virus 2 cytopathic effect; DENV2-infected cells, cytopathic effect rescue, plate reader; CPE inhibition, % at 9.99 µM; 350,000 tested, 1.7% active; AID 651640; in the data active = CPE inhibition above about 20%, passing the limit was not always enough; inconclusive = no clear call, values can overlap the other calls; tested in BHK-21 cells;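 note: 0% = median of neutral control wells and 100% = median of positive control wells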
GSIS activator: GLuc luminescence reporter in INS-1E cells, primary screen for activators of glucose-dependent secretion of insulin. 370,000 tested, 0.61% active. INS-1E GLuc reporter insulin secretion, 2-3 h. AID 743287. activation, % at 16.6 µM;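 active = lowest replicate activation of at least 40%, so every replicate reaches that level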;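 note: 0% = median of neutral control wells and 100% = median of IBMX positive control wells; some compounds called inactive have numbers as strong as hits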
ARNT TACC3 PPI: disruptors of human ARNT/TACC3 interaction; AlphaScreen His-ARNT PAS-B/GST-TACC3 binding, luminescence; TACC3 fragment carries E629A point mutation; inhibition, % at 9.99 µM; 390,000 tested, 0.66% active; AID 623870;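 active = mean inhibition of replicates at least 50% and at least half of replicates each reaching 50%; inconclusive = half or more replicates reach 50% but mean below 50%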;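 note: 0% = complete ARNT plus TACC3 wells and 100% = ARNT alone without TACC3; many hits fall short of the cut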
* = called active by the depositor; ? = inconclusive; . = no result given.

SMILES	XiGFP reactiv	PAX8 reporter	F508del corr	EWS-Fli inh	ERp5 block	DENV2 CPE	GSIS activator	ARNT TACC3 PPI
O=C(CCS(=O)(=O)c1ccccc1)NC1CCCC1	0.0	-12	-0.7	-33	-8	-6	18	0
Cc1cccc(NC(=O)c2ccco2)c1C	0.1	-5	-1.8	-3	-1	6	-13	-7
O=C(Nc1cccc(F)c1)N1CC(=O)N2[C@H](C1)[C@@H](c1ccc(C#Cc3cccnc3)cc1)[C@@H]2CO	0.0	.	-3.1	.	-3	0	-8	.
COc1ccc(CNC(=O)C2CCN(S(=O)(=O)c3cccc4cccnc34)CC2)cc1	-0.1	1	-2.2	-6	-3	-4	11	-7
NC(=O)CSc1nnc(C2CC2)n1Cc1ccccc1	.	7	.	.	3	.	-1	-2
NC(=Nc1ccccc1)N(c1ccccc1)c1ccccc1	0.0	-15	0.3	-13	3	.	22	1
Cc1cc(C(=O)COC(=O)CN=C2NS(=O)(=O)c3ccccc32)c(C)n1CCc1ccc(Cl)cc1	0.0	46	-0.6	-1	0	17	.	-1
CCCCN(C)c1c(C)nc2ccc(C(=O)NCCCn3ccnc3)cn12	0.0	-2	-1.2	13	-4	-2	10	.
O=C(NCCN1CCN(Cc2ccccc2)CC1)c1ccc(CS(=O)(=O)c2ccc(Br)cc2)o1	0.0	5	0.6	.	0	6	-21	7
COC(=O)C1CCN(C(=O)[C@H](C)NC(=O)C2CC(=O)N(c3ccc(F)cc3)C2)CC1 (stereo partly drawn)	0.0	-7	-1.4	.	0	7	3	-3
Cc1ccc(OCC(=O)N(C)Cc2ccccc2)c([N+](=O)[O-])n1	0.0	-5	.	-6	4	-3	.	-2
COc1ccc([N+](=O)[O-])cc1NC(=O)CC1SC(=Nc2cccc(C)c2C)N(/N=C(\C)c2ccc(C)cc2)C1=O (stereo not drawn)	0.0	23	-0.2	14	1	5	4	-3
CO[C@@H]1CN(C)C(=O)c2ccc(NC(=O)c3cc(C)on3)cc2OC[C@@H](C)N(C(=O)C2CCC2)C[C@H]1C	0.1	-9	2.7	-7	4	-2	1	9
CC(=O)Nc1ccc(C(=O)COC(=O)c2cc(C)oc2C)c(F)c1	0.3	-11	2.5	-17	-8	6	-12	39
COc1ccc2c(C)c(CC(=O)N3C[C@H]4C[C@@H](C3)c3cccc(=O)n3C4)c(=O)oc2c1OC	.	.	5.9	-1	7	-20	6	0
CC(OC(=O)Cc1coc2cc3c(cc12)CCC3)C(=O)NC(N)=O (stereo not drawn)	0.0	-28	-1.3	-7	3	-3	0	18
O=C1c2ccc([N+](=O)[O-])cc2C(=O)N1Cc1cccnc1	0.0	-16	2.6	8	4	90*	-8	-4
O=C1CN(S(=O)(=O)c2ccccc2)C[C@H]2[C@@H](c3ccc(C#Cc4ccccc4)cc3)[C@@H](CO)N12	0.2	.	2.6	.	1	17	-24	.
Cc1cc(C)n(C(C)CNS(=O)(=O)c2ccc(C)c(C)c2)n1 (stereo not drawn)	0.0	-14	-2.7	-2	1	-2	21	-6
Cc1ccc(S(=O)(=O)N(C)C[C@H]2OCCCC[C@H](C)Oc3ccc(NC(=O)Nc4ccc(F)cc4)cc3C(=O)N([C@H](C)CO)C[C@H]2C)cc1	0.1	-5	-1.3	4	7	3	0	-7
O=C1OCCC1Sc1nnc(-c2ccccc2Cl)n1Cc1ccccc1 (stereo not drawn)	-0.1	-14	-3.0	-1	4	?	-8	-2
CC(C)CCNC(=O)c1cn(C)c2ccc(S(=O)(=O)N3CCCC3)cc2c1=O	0.0	-7	-1.5	.	-1	-2	5	7
Cc1noc(C)c1NC(=O)Nc1ccc2c(c1)C(=O)N([C@@H](C)CO)C[C@H](C)[C@@H](CN(C)C(=O)Nc1cccc3ccccc13)OCCCC[C@@H](C)O2	0.4	13	1.7	-3	.	8	3	-21
COc1ccc(OC)c(/C=N/NC(=O)CCN2CCN(C(c3ccccc3)c3ccccc3)CC2)c1	0.1	15	.	.	.	.	-25	11
C[C@H]1CCCCO[C@H](CN(C)S(=O)(=O)c2ccccc2)[C@@H](C)CN([C@@H](C)CO)C(=O)c2cc(NC(=O)NC3CCCCC3)ccc2O1	0.3	8	0.0	3	1	2	-28	7
CC(C)C(=O)NC(C)C(c1cccs1)N1CCOCC1 (stereo not drawn)	.	.	-2.4	7	-4	.	-4	-7
CCNc1nc(C)nc2c1cnn2C	0.3	2	3.7	-1	4	-4	25	-14
COc1ccc(C2=CN(Cc3ccccc3)C(c3ccc(OC)cc3)CC2=O)cc1 (stereo not drawn)	0.0	-1	-2.4	0	-5	-1	-10	.
COc1ccc(S(=O)(=O)N2CCOC2CNC(=O)C(=O)NCCc2ccccc2)cc1OC (stereo not drawn)	0.3	5	-6.8	9	11	18	0	-1
CC(=O)c1c(C)[nH]c(C(=O)N(C)C(c2ccccc2)c2ccccc2)c1C	0.0	14	-1.8	7	4	-2	12	-2
C=CC[C@@H](CC(=O)N(CCO)Cc1ccccc1)C(=O)N[C@@H](COC(=O)[C@H](CC=C)CC(=O)OC(C)(C)C)Cc1c[nH]c2ccccc12	0.2	51	2.9	-2	0	.	.	0
CC1(Cc2ccccc2OC(F)(F)F)C(=O)Nc2ccc(-c3ccsc3)cc21 (stereo not drawn)	-0.1	5	0.5	3	-1	?	4	.
COCC(=O)N(C)C[C@H]1Oc2ncc(C#Cc3ccc(OC)cc3)cc2C(=O)N([C@H](C)CO)C[C@H]1C	0.2	.	-1.3	-20	3	4	14	-7
C/C(CCc1ccccc1)=N\NC(=O)CCc1ccccc1	0.1	-4	.	.	.	.	6	-4
O=C(CSc1nnc(Nc2ccccc2)s1)NCc1cccs1	-0.1	15	.	.	.	.	5	0
COC(=O)c1ccc(N=C2SCC(=O)N2C)cc1	0.0	2	0.1	6	-7	3	-2	1
NC(=S)N=Nc1c(O)n(Cc2ccccc2)c2ccccc12	0.0	35	.	38	2	63*	2	-14
C[C@@H]1CN([C@H](C)CO)C(=O)c2cc(NC(=O)Nc3ccc4c(c3)OCO4)ccc2O[C@@H]1CN(C)C(=O)NC1CCCCC1	0.0	.	0.7	-16	1	2	3	-4
CN1CCN(C(=O)C2CCCN(S(=O)(=O)c3ccc(F)cc3)C2)CC1 (stereo not drawn)	0.0	-5	-3.2	.	-1	1	3	-6
CCCCCCCc1c(O)nc(SCCN2CCOCC2)[nH]c1=O	0.1	5	-1.9	5	0	2	2	-1
COc1ccccc1OCCOc1ccc(C(=O)c2ccccc2)cc1	0.1	9	.	15	0	3	4	-11
CN1CCN(CCC(=O)Nc2ccc(Br)cc2)CC1	-0.1	1	-2.7	-3	0	0	2	-1
O=C(/C=C/c1cccs1)Nc1nncs1	-0.1	-39	-1.3	-31	0	-7	25	-6
CC(Sc1nc(N)cc(N)n1)C(=O)NCCC1=CCCCC1 (stereo not drawn)	-0.1	-27	0.0	-5	-12	-3	-8	5
Cc1nnc(SCC2=C(C(=O)O)N3C(=O)C(NC(=O)COc4ccccc4)C3SC2)s1 (stereo not drawn)	0.0	-6	0.3	-4	0	0	-2	1
CC(NC(=O)c1cccs1)C(c1cccs1)N1CCN(c2ccccc2)CC1 (stereo not drawn)	.	.	-8.2	7	-2	-3	-52	4
C/C=C/c1ccc2c(c1)O[C@@H](CN(C)C(=O)c1ccncc1)[C@H](C)CN([C@H](C)CO)S2(=O)=O	-0.7	8	0.8	-16	-6	-6	8	-9
CC(=O)c1ccc(OCC(=O)NCc2ccc(F)cc2)cc1	-0.1	1	-1.9	1	0	-2	-3	4
C[C@@H]1CN([C@H](C)CO)C(=O)Cc2cc(NS(=O)(=O)c3ccc(Cl)cc3)ccc2O[C@@H]1CN(C)S(=O)(=O)c1cn(C)cn1	-1.0	.	0.4	-6	18	3	7	-11
Nc1cc(-c2ccc(Br)cc2)nn1Cc1ccccc1	0.0	-29	-2.0	-13	-1	.	-1	0
CC(C(=O)NCC1CCCCC1)N1CCc2ccccc2C1 (stereo not drawn)	0.3	-2	1.4	2	-2	10	3	0
CCn1cc(/C=C(\NC(=O)c2ccccc2)C(=O)NCCN2CCOCC2)c2ccccc21	0.7	17	2.1	-8	-1	-8	-2	.
Cc1cc(C)n(-c2n[nH]c(C)c2[N+](=O)[O-])n1	0.0	13	-2.2	8	-2	-4	5	-4
Cc1ncsc1CCC(=O)N1CCCC(Nc2ccc(F)c(F)c2)C1 (stereo not drawn)	0.0	-1	-1.9	.	5	-7	-3	-4
COc1ccc(NC(=O)c2ccc(NC(=O)COC(=O)CC(NC(=O)c3ccccc3Cl)c3ccccc3)cc2)cc1 (stereo not drawn)	0.1	-54	.	.	.	.	4	5
O=C(COC(=O)C1CCCCC1)Nc1cccc(Br)c1	0.0	-1	-1.0	-7	0	-4	29	3
CCOc1ccc(S(=O)(=O)N2CCOCC2)cc1NC(=O)CN1C(=O)NC2(CCCC2)C1=O	0.0	5	-2.2	-7	-1	-1	3	-2
Cc1cccc(-c2ccc([C@@H]3[C@@H](CO)N4CCCCN(S(=O)(=O)c5ccccc5C)C[C@@H]34)cc2)c1	0.4	-6	-3.5	-17	1	1	8	-9
CS(=O)(=O)c1ccc(C(=O)NNC(=O)c2ccccc2-n2cccc2)cc1	0.0	-4	-3.0	-7	-3	11	9	-4
COc1cccc(-c2nn(-c3ccccc3)cc2CN(C)Cc2c(C)nc3ccccn23)c1	0.6	6	0.1	17	2	-2	-23	-4
Further entries.
SMILES	XiGFP reactiv	PAX8 reporter	F508del corr	EWS-Fli inh	ERp5 block	DENV2 CPE	GSIS activator	ARNT TACC3 PPI
CC(=O)Nc1ccc(S(=O)(=O)NCC2CCC(C(=O)NCCC3=CCCCC3)CC2)cc1 (stereo not drawn)	.	.	-1.0	-17	3	.	-3	-3
COc1ccc(C(=O)N2C[C@@H]3[C@H](c4ccccc42)[C@H](CO)N3Cc2ccccc2Cl)cc1	0.0	-14	4.7	8	-3	6	-2	-4
COc1ccc(C(=O)N2C[C@H]3[C@@H](c4ccccc42)[C@@H](CO)N3C(=O)NC(C)C)cc1	0.1	-9	1.1	3	3	14	2	-1
O=C(Cn1cnc2ccccc2c1=O)NCCC(=O)Nc1ccc(F)cc1	0.0	-1	-1.6	-3	1	0	15	-7
COc1cccc(NC(=O)C2CC(=O)N(Cc3ccc(C)cc3)C2)c1 (stereo not drawn)	0.6	-10	-0.1	-2	7	3	-13	.
COc1ccc(NC(=O)CCCNC(=O)Cn2cnc3sc4c(c3c2=O)CCCC4)c(OC)c1	0.0	-4	1.1	-3	1	0	3	-4
CC(C)C[C@H]1CN([C@@H](Cc2ccccc2)CN2CCCC2CN2C(=S)NC[C@@H]2Cc2ccccc2)C(=S)N1CC1CCCCC1 (stereo partly drawn)	0.3	-31	1.2	15	1	5	-1	.
C[C@H]1CN([C@@H](C)CO)C(=O)c2cccc(NC(=O)Nc3ccccc3)c2O[C@H]1CN(C)C(=O)Nc1cccc2ccccc12	-0.1	8	-3.6	4	4	4	-18	13
O=C(CNc1ccc(F)cc1)c1ccccc1	0.2	-175	2.6	-33	1	-6	-2	1
CN1[C@@H]2Cn3c(ccc(-c4ccncc4)c3=O)[C@H]1[C@@H](C(=O)NCC1CCCCC1)[C@@H]2CO	0.2	2	-2.8	-6	.	.	-3	.
